Screens as filed in PubChem BioAssay.
HePTP inh – blocks human HePTP tyrosine phosphatase; 110,000 tested, 0.64% active; recombinant HePTP phosphatase activity, OD absorbance; P35236; inhibition, % at 20 µM; in the data active = inhibition above about 50%;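 also: plate controls were vehicle for no effect and reference inhibitor for full effect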
BAP1 inh – blocks human BAP1 ubiquitin-AMC hydrolysis. recombinant BAP1, Ub-AMC hydrolysis fluorescence kinetic; stronger effect = lower value. activity remaining (% of control), % at 20 µM. 72,000 tested, 0.48% active. AID 436. Q92560;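 active = activity remaining at or below 50% of control, provided the compound also passes the data quality filters; inactive = the rest, including low values that fail the filters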;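 also: 100% = DMSO wells rate and 0% = substrate alone blank rate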
Target sequence (Q92560 whole entry, looked up): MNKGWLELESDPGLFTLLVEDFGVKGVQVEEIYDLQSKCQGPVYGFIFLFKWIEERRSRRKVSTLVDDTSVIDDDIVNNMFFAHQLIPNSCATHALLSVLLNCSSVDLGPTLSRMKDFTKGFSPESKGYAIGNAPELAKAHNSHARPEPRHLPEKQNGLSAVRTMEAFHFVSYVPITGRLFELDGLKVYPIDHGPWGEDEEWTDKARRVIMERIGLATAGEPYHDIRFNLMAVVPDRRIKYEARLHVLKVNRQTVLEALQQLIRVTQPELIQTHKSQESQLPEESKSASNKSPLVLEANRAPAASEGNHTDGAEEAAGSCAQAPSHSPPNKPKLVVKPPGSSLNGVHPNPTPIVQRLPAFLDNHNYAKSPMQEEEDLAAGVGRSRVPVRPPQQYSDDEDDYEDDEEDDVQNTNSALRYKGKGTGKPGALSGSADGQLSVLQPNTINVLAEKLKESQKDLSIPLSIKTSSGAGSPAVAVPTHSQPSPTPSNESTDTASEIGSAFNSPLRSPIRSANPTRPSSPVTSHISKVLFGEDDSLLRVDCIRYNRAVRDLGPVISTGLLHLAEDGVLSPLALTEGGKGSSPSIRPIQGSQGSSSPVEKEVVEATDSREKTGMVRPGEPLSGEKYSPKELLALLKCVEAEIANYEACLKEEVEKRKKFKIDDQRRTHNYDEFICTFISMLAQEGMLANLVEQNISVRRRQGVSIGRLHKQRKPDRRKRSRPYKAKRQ
* marks the source's active call; other numbers are inactive results; . = no result given; & = joins results of further samples. Random draw from the library. About 0.91% of those tested had a hit in this group.

Structure | HePTP inh | BAP1 inh
CC(C)C(=O)Nc1ccc(N2CCN(C(=O)c3cccs3)CC2)cc1 | 7.5 | 101.8
COc1ccc(C2CC(C(F)(F)F)n3nc(C(=O)NCc4cn(C)nc4C)c(Cl)c3N2)cc1 (stereo not drawn) | -5.5 | 130.0
Cc1ccc(C(=O)Nc2nc3ccccc3c(=O)s2)cc1 | 3.8 | 120.6
COc1cc(OC)cc(-c2nnc(SCc3c(F)cccc3Cl)o2)c1 | -1.7 | 79.4
COc1ccccc1CN1CCN(C(=O)c2cccs2)CC1 | 7.6 | .
CC(=O)Nc1ccccc1NC(=O)/C=C/c1ccccc1 | -3.4 | .
O=C1N=C(N2CCOCC2)S/C1=C1\C(=O)N(Cc2ccccc2)c2ccccc21 | 7.7 | 101.6
C=C(C)Cn1c(SCC(=C)Br)nc2sc3c(c2c1=O)CC(C)(C)OC3 | . | 99.4
CCOC(=O)c1sc(NC(=O)c2ccc(Br)o2)c(C(N)=O)c1C | 5.4 | .
Cc1cccc(-n2nnnc2SC(C)C(=O)NCCC2=CCCCC2)c1 (stereo not drawn) | 7.0 | .
Cc1cccc(C=Nc2ccccc2O)c1O | 2.0 | .
Nc1c(C(=O)NCCN2CCOCC2)c2nc3ccccc3nc2n1-c1cccc(F)c1 | 5.2 | .
CCC1SC2=NC(C)=C(C(=O)OCCOC)C(c3ccc(C(=O)OC)cc3)N2C1=O (stereo not drawn) | 4.9 | 83.8
Cc1ccccc1NC(=O)C(=O)NCc1ccccn1 | 7.0 | .
CCOc1ccc(C(=O)N2CCN(c3ccc([N+](=O)[O-])cc3)CC2)cc1Cl | 3.7 | .
CC(=O)NC(CCS(C)(=O)=O)C(=O)Nc1ccccc1C (stereo not drawn) | . | 107.5
O=C(NNc1ccc([N+](=O)[O-])cc1[N+](=O)[O-])c1ccc(O)cc1 | -15.2 | .
COc1ccc(N2CCN(C(=O)CCn3nnc4ccccc43)CC2)cc1 | 6.5 | 97.9
O=C(CC(c1ccccc1)c1cc(Cl)ccc1O)N1CCOCC1 (stereo not drawn) | 4.0 | 93.6
CCCN1C(=O)C(O)(CC(=O)c2cccc(OC)c2)c2ccccc21 (stereo not drawn) | -4.4 | 84.2
CCOC(=O)c1[nH]c(C)c(C(=O)N2CCN(C(=O)OCC)CC2)c1CC | 4.9 | 106.4
CC(C)(Oc1ccc(Cl)cc1)C(=O)Nc1ccc2oc(-c3ccncc3)nc2c1 | -2.3 | 96.8
O=c1oc2ccc([N+](=O)[O-])cc2cc1-c1nc(-c2ccc(Br)cc2)cs1 | 5.2 | .
O=C(N/N=C/c1cccc(Br)c1)c1cnccn1 | -5.5 | .
CC1(C)CC2CC(C)(CN2C(=O)CN2C(=O)c3ccccc3C2=O)C1 (stereo not drawn) | 7.4 | 99.6
CCCOC(=O)C1=C(C)NC2=C(C(=O)CC(c3ccc(OC)cc3)C2)C1c1ccc([N+](=O)[O-])cc1 (stereo not drawn) | -7.9 | .
COc1ccccc1C1C(C(=O)NCc2ccccc2)=C(C)Nc2ncnn21 (stereo not drawn) | 2.9 | 100.5
CCn1c(-c2c[nH]c3ccccc23)n[nH]c1=S | 10.8 | 109.9
O=C(O)C1C2C=CC(O2)C1C(=O)NCc1ccc2c(c1)OCO2 (stereo not drawn) | -1.2 | 102.6
NS(=O)(=O)c1ccc(NC(=O)Cc2cccc3ccccc23)cc1 | 8.0 | .

The results go on.
Structure | HePTP inh | BAP1 inh
Cc1c(C#N)c2ccccc2n1CCOc1ccccc1F | 3.2 | 65.5
COc1cc(S(=O)(=O)N2CCOCC2)cc(C(=O)c2nccn2C)c1OC | 2.5 | 117.0
Cc1ccc(N2CCN(S(=O)(=O)N(C)C)CC2)cc1Cl | -2.3 | 76.8
COc1cc(CN2CCN(Cc3ccc(C)cc3C)CC2)cc(OC)c1OC | 1.4 | .
CCOC(=O)N1CCN(c2cc(=O)n(-c3ccc(OCC)cc3)c(=O)[nH]2)CC1 | -2.3 | 83.1
COc1ccc(/C=C/C(=O)NC(=S)Nc2ccc(C(C)=O)cc2)cc1OC | -6.3 | .
COc1ccccc1NCC(O)Cn1c2ccccc2c2ccccc21 (stereo not drawn) | -15.6 | .
COC(=O)c1cccc(NC(=O)Cc2coc3cc(OC)ccc23)c1 | 6.0 | 111.7
CCOC(=O)N1CCN(Cc2nc3c(c(=O)n(C)c(=O)n3C)n2Cc2ccccc2)CC1 | 4.4 | 98.7
CNc1nc(CC(C)=O)ns1 | 4.1 | 98.2
COC(=O)c1c(-c2ccc3ccccc3c2)csc1N | 1.0 | .
Cc1ccc(N2C(=O)NC(=O)/C(=C\c3ccc(Br)s3)C2=O)cc1 | 3.0 | .
COc1cccc(C(=O)N2CCN(Cc3ccco3)CC2)c1 | 8.3 | .
O=C(Cc1c(O)c2ccccc2[nH]c1=O)NCCc1ccccc1 | 0.6 | .
Cc1ncc(-c2ccc(Br)cc2)cn1 | 4.1 | .
COc1ccc2c(c1OC)C(=O)OC2CC(=O)c1ccc(O)cc1 (stereo not drawn) | -2.2 | 93.3
CC(=O)Nc1ccc(C(=O)Nc2ccc(S(=O)(=O)NCC3CCCO3)cc2)cc1 (stereo not drawn) | 4.8 | 70.7
CC(=O)c1ccc(OCC(C)C)c(CN2CCCCC2)c1 | 6.2 | 106.7
CCCCCCn1c(CN2CCCCC2)nc2c1c(=O)n(C)c(=O)n2C | . | 95.6
O=[N+]([O-])c1ccc(NCCNC(=S)Nc2ccc(Cl)cc2)nc1 | 5.2 | .
CC1=C(C(=O)OC2CCCC2)C(c2cccc(F)c2)C2=C(CC(C)(C)CC2=O)N1 (stereo not drawn) | 6.0 | .
Cn1c2c(c(=O)[nH]c1=O)C(c1ccccc1)C1=C(N2)c2ccccc2C1=O (stereo not drawn) | -12.1 | .
CN(C)C=Nc1c(Br)cc(Br)c2nonc12 | 6.0 | 91.4
CCC(=O)N1CCc2cc(S(=O)(=O)NCCC(=O)N3CCN(c4ccccn4)CC3)ccc21 | -5.7 | 93.9
CC(C)(C)NC(=O)C(c1ccccn1)N(C(=O)c1ccc2c(c1)OCCO2)C1CCCC1 (stereo not drawn) | 0.2 | 105.2
CC(=O)NS(=O)(=O)c1ccc(NC(=O)Nc2ccc(Cl)cc2)cc1 | -10.8 | .
CCOc1ccccc1NC(=O)c1c(NC(=O)c2ccccc2Br)sc2c1CCC(C)C2 (stereo not drawn) | 1.0 | .
COc1ccc(C(=O)Nc2cc(C(F)(F)F)cc(C(F)(F)F)c2)cc1Cl | 2.7 | .
Cc1cc(C)cc(N2C(=O)C3C(c4ccccc4Cl)OC4(C(=O)c5ccccc5C4=O)C3C2=O)c1 (stereo not drawn) | -11.8 | .
C(=C\c1ccccc1)/C=N/Nc1nnc2c(n1)[nH]c1ccccc12 | 10.9 | .

Some of these compounds in order of the HePTP inh value, falling:
SMILES	HePTP inh
COc1cc(CN2CCN(Cc3ccc(C)cc3C)CC2)cc(OC)c1OC	1.4
COC(=O)c1c(-c2ccc3ccccc3c2)csc1N	1.0
COc1ccc(/C=C/C(=O)NC(=S)Nc2ccc(C(C)=O)cc2)cc1OC	-6.3

Additional structures:
Structure | HePTP inh | BAP1 inh
CCOC(=O)C1CCN(S(=O)(=O)c2cccc(-c3csc(C)n3)c2)CC1 | 2.4 | 100.2
Cc1cc(C)c2oc(-c3cccc(NC(=O)COc4ccccc4[N+](=O)[O-])c3)nc2c1 | -1.7 | .
COc1ccc(N2C(=O)NC(=O)/C(=C\c3cc(C)n(-c4cccc([N+](=O)[O-])c4)c3C)C2=O)cc1 | -7.0 | .
Cc1nn(CCC#N)c2nc(C(F)(F)F)[nH]c(=O)c12 | -2.6 | 106.7
Oc1c(C(c2cccs2)N2CCC3(CC2)OCCO3)sc2ncnn12 (stereo not drawn) | -0.9 | 86.7
CCc1cccc(NC(=O)CN(C)S(=O)(=O)c2cnc[nH]2)c1 | 4.9 | 101.9
COc1ccc(N2CCN(C(=O)C3CCN(S(=O)(=O)N4CCOCC4)CC3)CC2)cc1 | 10.2 | 108.2
O=C(O)CC(NC(=O)C(c1ccccc1)c1ccccc1)c1ccco1 (stereo not drawn) | 6.5 | 168.0
CCCCCn1c(=O)c(-c2nc3ccccc3c(=O)[nH]2)c(O)c2ccccc21 | 3.2 | 85.8
Cc1ccnc(NC(=O)c2ccc([N+](=O)[O-])cc2)c1 | . | 51.9
CCOC(=O)CCC(NC(=O)c1ccc(Cl)cc1)C(=O)OCC (stereo not drawn) | -11.6 | .
CCOC(=O)C1CCN(C(=O)Cc2c(F)cccc2Cl)CC1 | 6.0 | 110.6
Cc1ccc(-c2nn3c(C)nnc3s2)cc1NC(=O)COc1ccc(Cl)cc1 | 0.5 | 98.9
O=C(CC1NC(=O)NC1=O)Nc1cccc2ccccc12 (stereo not drawn) | 6.6 | 85.3
CC(C)=CC1C(CNC(=O)C(Cl)(Cl)Cl)C1(C)C (stereo not drawn) | 3.5 | .
CCc1nc(SCc2ccccn2)c2c(=O)n(C)c(=O)n(C)c2n1 | 1.9 | 98.0
COc1ccc(Br)cc1CN1CCN(C(=O)CC(C)C)CC1 | -6.0 | .
Cc1ccc2[nH]c(=O)c(CN(CCO)C(=O)NCc3ccccc3)cc2c1 | 3.7 | 109.8
N#Cc1nc(COc2ccc(Br)cc2)oc1N1CCN(Cc2ccccc2)CC1 | 6.5 | .
Nc1nc2cc3nc(N)sc3cc2s1 | . | 82.1
O=C(CC(c1ccccc1)c1ccccc1)Nc1nncs1 | -2.2 | .
Clc1nnc2ccc(-c3ccccc3)nn12 | 5.1 | 91.8
Cc1nc(SCc2ccc(Br)cc2)[nH]c(=O)c1C | 16.8 | 76.7
C/C(=C(\C#N)C(=O)NC1CCCCC1)N(C)C | -2.6&2.4 | 97.2
Cc1ccc2oc(-c3cccc(NC(=O)C4CCCO4)c3)nc2c1 (stereo not drawn) | 7.7 | .
CCCN(CCC)C(=O)c1c(C)[nH]c(C(=O)OCC)c1C | -2.0 | 96.3
Cc1ccc(N=C2NC(=O)/C(=C/c3cccc(O)c3)S2)cc1Cl | 59.6* | .
CC(C)(C)c1ccc(C(=O)N2CCN(C(=O)c3ccc(C(C)(C)C)cc3)CC2)cc1 | . | 91.8
COCCOC(=O)C1=C(C)NC2=C(C(=O)CC(C)(C)C2)C1c1coc2ccccc2c1=O (stereo not drawn) | . | 88.1
COc1ccc(S(=O)(=O)N2CCN(Cc3ccc4c(c3)OCO4)CC2)cc1 | 6.4 | .

Additional compounds follow:
Structure | HePTP inh | BAP1 inh
COC(=O)CN(c1ccc(OC)c(OC)c1)S(C)(=O)=O | -2.3 | 106.7
CCSc1nc2c(c(=O)[nH]c(=O)n2C)n1CC(O)COc1ccccc1C (stereo not drawn) | 3.6 | 99.2
C(=N\N=C(c1ccccc1)c1ccccc1)/c1cccnc1 | 1.2 | .
Cc1nc(-c2ccccc2)sc1C(N)=O | -1.4&3.6 | 86.7
COc1ccc(CC(Cc2nc3ccccc3[nH]2)c2nc3ccccc3[nH]2)cc1 (stereo not drawn) | -12.1 | 67.0
Cn1cccc1Cc1nnc(SCC(=O)N2CCOCC2)n1-c1ccc(F)cc1 | 5.9 | 90.2
O=C(NCC1COc2ccccc2O1)Nc1ccccc1F (stereo not drawn) | 12.0 | 101.8
CCOC(=O)N1CCN(C(=O)C2CCCN(c3ncnc4c3sc3cccc(F)c34)C2)CC1 (stereo not drawn) | 7.6 | 87.9
COc1ccccc1NC(=O)C1=C(C)NC(SCC(=O)c2ccccc2)=C(C#N)C1c1ccccc1Cl (stereo not drawn) | -13.7 | .
CSc1ccccc1N1C(=O)C2CC(C)=C(C)CC2C1=O (stereo not drawn) | 5.7 | .
CN1CCCN(Cc2ccccc2C(F)(F)F)CC1 | 6.1 | 102.0
O=C1OC(c2ccc(Br)cc2)(c2ccc(Br)cc2)c2ccccc21 | . | 88.0
COc1ccc2c(c1)CCc1c-2n[nH]c1C(=O)O | -3.1 | 93.7
COc1ccc(C(=O)NCC2CCCO2)cc1I (stereo not drawn) | -11.3 | .
CCOC(=O)N1CCC(N2Cc3cccc(C(=O)NCc4ccc5c(c4)OCO5)c3C2=O)CC1 | 9.8 | 102.9
CC1(C)OC2(NC1=O)C1CC3CC(C1)CC2C3 (stereo not drawn) | 3.5 | .
CC(C)(C)C(=O)C(CO)(Oc1ccc(Cl)cc1)n1cncn1 (stereo not drawn) | 3.3 | 83.5
Cc1ccc(NC(=O)Cn2cc3c(n2)CCC(C)C3)cc1 (stereo not drawn) | 4.7 | 96.4
CCOC(=O)c1ccc(NC(=O)COc2ccccc2OC)cc1 | 4.2 | 74.4
COc1cc(C2NC(=O)c3ccccc3O2)cc(OC)c1OC (stereo not drawn) | 9.5 | 109.5
CC(=O)N=c1sc(S(N)(=O)=O)nn1C | 11.2 | 75.1
O=C1N=c2ccc(Cl)cc2=C1c1sc(=S)n(Cc2ccccc2)c1O | -2.2 | .
CCOc1ccc(C=C2C(=O)c3ccccc3C2=O)cc1Cl | -13.7 | .
COc1ccc2c(c1)cc(C(=O)NN)n2C | -8.6 | .
O=C1CCCCC1C(Nc1ccc2ncccc2c1)c1ccc(F)cc1 (stereo not drawn) | 1.4 | .
Cc1ccc(OCC(=O)Nc2cc(C(F)(F)F)cc(C(F)(F)F)c2)cc1C | 0.5 | .
c1ccc(CCN2CN(CCCN3CCOCC3)c3nc4ccccc4n3C2)cc1 | -10.1 | 98.6
CCC1(CC)Cc2ccccc2C(Nc2c(C)n(C)n(-c3ccccc3)c2=O)=N1 | . | 86.2
